High-throughput results (PubChem)
FEN1 inh: human FEN1 inhibition. Recombinant FEN1 flap cleavage, fluorescence, 15 min. P39748. AID 588795. hit rate 0.35% among 390,000. Potency, µM (titrated, usually from 114 µM), for inactives: at the highest dose activity change, negative = inhibition, most hits filed as inhibitors; also: nearly all actives have a fitted effect of over 65% in size
Target sequence (P39748 whole entry, looked up): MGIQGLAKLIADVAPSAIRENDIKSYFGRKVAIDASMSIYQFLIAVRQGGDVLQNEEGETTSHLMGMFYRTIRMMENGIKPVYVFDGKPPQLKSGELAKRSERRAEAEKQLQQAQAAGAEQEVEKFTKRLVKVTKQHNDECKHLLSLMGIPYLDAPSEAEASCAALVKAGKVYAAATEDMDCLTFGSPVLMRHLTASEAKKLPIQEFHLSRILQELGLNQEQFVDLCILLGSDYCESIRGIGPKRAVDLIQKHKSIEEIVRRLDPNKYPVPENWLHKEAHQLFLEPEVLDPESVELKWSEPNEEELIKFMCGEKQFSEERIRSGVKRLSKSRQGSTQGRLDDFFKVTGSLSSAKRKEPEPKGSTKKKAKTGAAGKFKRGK
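Concentration–response screening of FEN1 (10 nM): 15 min compound preincubation at room temperature, reaction started with 50 nM substrate and read at 0 and 15 min. Corrected, normalized data were fitted by a four-parameter Hill equation.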
N370S GC: inhibitors or activators of N370S glucocerebrosidase for Gaucher disease; P04062; N370S GC spleen homogenate, 4MU-glucoside fluorescence; Potency, µM (series often up to 59.4 µM), without a hit: at the top dose activity change, negative = inhibition, hits mostly inhibitors; hit rate 0.092% among 330,000; AID 2101;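 also: 0% = full enzyme activity and -100% = no enzyme basal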
TDP1 block: TDP1 (human) enzyme inhibition; recombinant TDP1, AlphaScreen DNA substrate cleavage; hit rate 0.28% among 350,000; Q9NUW8; Potency, µM (top dose mostly 130 µM), for inactives: at the top dose activity change, negative = inhibition, most hits filed as inhibitors; also: nearly all actives have a fitted effect of over 40% in size
Target sequence (Q9NUW8 whole entry, looked up): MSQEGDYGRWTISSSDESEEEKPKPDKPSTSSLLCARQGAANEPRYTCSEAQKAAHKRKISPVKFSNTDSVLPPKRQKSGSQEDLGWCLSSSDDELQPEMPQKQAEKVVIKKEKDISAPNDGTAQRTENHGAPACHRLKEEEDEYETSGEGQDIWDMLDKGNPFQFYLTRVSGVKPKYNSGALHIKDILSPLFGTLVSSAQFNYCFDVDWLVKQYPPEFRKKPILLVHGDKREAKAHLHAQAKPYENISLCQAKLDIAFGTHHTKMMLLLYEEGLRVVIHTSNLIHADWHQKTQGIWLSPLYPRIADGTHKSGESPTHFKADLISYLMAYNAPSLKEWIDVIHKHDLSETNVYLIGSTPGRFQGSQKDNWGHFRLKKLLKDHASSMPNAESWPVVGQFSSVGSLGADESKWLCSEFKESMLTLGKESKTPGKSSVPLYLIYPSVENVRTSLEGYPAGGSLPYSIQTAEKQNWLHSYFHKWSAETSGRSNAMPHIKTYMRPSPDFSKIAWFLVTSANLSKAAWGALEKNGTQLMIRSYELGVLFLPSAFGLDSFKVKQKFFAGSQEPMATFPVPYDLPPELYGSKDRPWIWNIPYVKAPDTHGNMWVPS
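Tdp1 1 nM final; 15 min RT w/ cpd; substrate 15 nM, 5 min; beads 10 ug/ml, 10 min; AlphaScreen read. Neg ctrl: no enzyme.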
Active calls of the source: *; u = inconclusive; x = no result given; & = joins results of further samples; [ ] = remark or other dose. Calls follow the shape of the dose curve; as a rule, active = well fitted curve in the direction sought with a large enough effect; inconclusive = small, poorly fitted or top-dose-only effect, or another doubt; inactive = no such curve, though single readings can be large; an effect the other way counts as inactive or inconclusive. Unless noted, % is scaled to controls: 0 for no effect and ±100 for the full control effect; potency is read from the fitted curve at half-maximal effect.

SMILES	FEN1 inh	N370S GC	TDP1 block
COC(=O)c1cccc(C(=O)N2CCCC(Nc3ccc4c(c3)OCCO4)C2)c1 (stereo unspecified)	-6%	-3%	6%
Cc1nc(S(=O)(=O)c2cccc(Cl)c2)nc2c1CCC2	-2%	5%[12.8 µM]	2%
OC(CSc1ccccc1Cl)CN1CCN(c2ccc(F)cc2)CC1 (stereo unspecified)	-21%	-7%	3%
CN1c2ccccc2Oc2c(c(=O)n(C)c(=O)n2C)C1c1cccc([N+](=O)[O-])c1 (stereo unspecified)	-10%	-4%	2%
Cc1ccc(-n2ncc3c2ncn2nc(-c4ccco4)nc32)c(C)c1	-9%	2%	-1%
O=C(CN(Cc1ccc(F)cc1)C(=O)CCC(=O)Nc1nccs1)NCc1ccccc1	6%	-3%	x
C=CCn1c(CNc2ccccc2)nnc1SCC(=O)N/N=C/c1ccccc1O	-9%	u	9%
O=C(CCNC(=O)N1CCn2c1nc1ccccc12)NCc1ccc(Cl)cc1	-15%	-7%	2%
Cc1ccc(-n2c(CNc3ccc(F)cc3)nnc2SCC(=O)O)cc1	-7%	14%	6%
CCN1CCN(CCCNC(=O)c2cn(CCOC)c(=O)c3c2c2ccccc2n3C)CC1	6%	10%	1%
Cc1ccc(C(=O)NNC(=O)CCCN2C(=O)/C(=C/c3ccccc3Cl)SC2=S)cc1	-1%	1%	8%
NC(=O)Cc1ccc2c(c1)[nH]c1ccccc12	-12%	-2%	3%
Cc1cccc(/C=C/c2nc3ccccc3c(=O)n2Cc2ccccc2)c1	-13%	2%	3%
CCOC(=O)N1CCN(C(=O)c2cc(COc3cccc(C(C)=O)c3)on2)CC1	-2%	-1%	4%
Cc1ccn2cc(-c3ccc4c(c3)NC(=O)CO4)nc2c1	-22%	-3%	-2%
O=C(Nc1ccc(S(=O)(=O)Nc2ncccn2)cc1)c1ccccc1Cl	9%&-17%	-6%	2%[2.28 µM]
C[C@H]1COC(=O)[C@@H](Cc2ccc(F)cc2)CC/C=C/C[C@@H](CC(=O)N(CCO)Cc2ccccc2)C(=O)N1	13%	x	1%
CCOC(=O)c1ccc(NC(=O)c2ccc(-c3cccc(Cl)c3C)o2)cc1	-17%	x	1%[12.3 µM]
Cc1ccc(S(=O)(=O)N2[C@@H](c3ccc(Cl)cc3)C(C(=O)O)=CC[C@H]2c2ccc(Cl)c(Cl)c2)cc1	u	18%	-7%
O=C1NCCN(Cc2cccc(Oc3ccccc3)c2)C1CC(=O)N1CCCO1 (stereo unspecified)	-5%	13%	3%
CC(C)C(=O)Nc1ccc(C(=O)NNC(=O)NC2CCCCC2)cc1	-5%	10%	5%
COc1ccccc1N(Cc1ccccc1)S(=O)(=O)c1cccc(C(=O)Nc2ccc(C)cn2)c1	8%	-6%	2%[0.505 µM]
C=CCOC(=O)C(C(C)=O)C(NC(=O)OC)c1ccc(F)cc1 (stereo unspecified)	x	-8%[12.8 µM]	4%[21 µM]
CCOC(=O)CC1C(=O)NCCN1C(=O)Nc1ccc(Cl)cc1 (stereo unspecified)	-4%	u	6%
CCOc1ccc(OCCOc2ncnc3ccccc23)cc1	1%	2%[12.8 µM]	3%
COc1cccc(/C=N/NC(=S)Nc2cccc(S(=O)(=O)N(C)C)c2)c1	3%	5%	x
Cc1ccc(S(=O)(=O)Nc2cccc3c2O[C@H](CN(C)Cc2ccccc2)[C@@H](C)CN([C@H](C)CO)C3=O)cc1	11%	x	1%
Cc1c(C(=O)N(Cc2nnc(-c3ccccc3Cl)o2)C2CC2)oc2ccccc12	9%	x	-4%
CCCC(=O)Nc1ccc(N2CCN(C(=O)CCC)CC2)cc1	-14%	-3%	-2%
CCOc1nc2c(c(=O)n(C)c(=O)n2C)n1Cc1ccccc1Cl	-4%	-14%	3%

Another view of some results above:
COc1cccc(/C=N/NC(=S)Nc2cccc(S(=O)(=O)N(C)C)c2)c1
  FEN1 inh = 3%
  N370S GC = 5%
  TDP1 block = x

Cc1ccc(S(=O)(=O)Nc2cccc3c2O[C@H](CN(C)Cc2ccccc2)[C@@H](C)CN([C@H](C)CO)C3=O)cc1
  FEN1 inh = 11%
  N370S GC = x
  TDP1 block = 1%

Cc1c(C(=O)N(Cc2nnc(-c3ccccc3Cl)o2)C2CC2)oc2ccccc12
  FEN1 inh = 9%
  N370S GC = x
  TDP1 block = -4%

CCCC(=O)Nc1ccc(N2CCN(C(=O)CCC)CC2)cc1
  FEN1 inh = -14%
  N370S GC = -3%
  TDP1 block = -2%

Additional records:
SMILES	FEN1 inh	N370S GC	TDP1 block
COc1ccc2c3c(cccc13)C(=O)CC2	50µM*	5%	x
O=C(CSc1nnc(NC(=O)c2ccco2)s1)Nc1ccc(F)cc1F	-1%	-4%	-3%
Cc1ccc2c(c1)N(C(=O)CCC(=O)NC1CCCCCC1)CC(C)O2 (stereo unspecified)	-3%	0%	x
COc1ccc(NC(C)C(=O)N/N=C/c2c(O)ccc3ccccc23)cc1 (stereo unspecified)	9%	-10%	x
CCOC(=O)c1cn2nc(Oc3ccc(C)cc3)ccc2n1	9%	6%	x
CC1CCN(S(=O)(=O)c2ccc3c(c2)N(CC(=O)NC(C)(C)C)C(=O)CS3)CC1	3%	x	2%
Cc1c(C(=O)NCc2ccc3c(c2)OCO3)oc2ccccc12	u	2%	4%[56.1 µM]
c1ccc2c(N3CCNCC3)nc(-c3ccoc3)nc2c1	x	12%	-7%[56.1 µM]
Cc1ccc(-c2nnc(SCC(=O)Nc3ccc4c(c3)OCCO4)n2N)cc1	9%	-4%	2%
COc1cccc(C(=O)N2CCN(C(=O)c3cccs3)CC2)c1OC	-10%	9%	7%
O=C(OCc1nc2ccsc2c(=O)[nH]1)c1ccc(Cl)nc1	-1%	-3%	x
CCc1ccc(C2CC(=O)c3c([nH]c(C(=O)OCc4ccc(C)cc4)c3C)C2)cc1 (stereo unspecified)	-3%	x	8%
CC1(O)CC(c2ccc(Cl)cc2)=NN1C(=O)c1ccc([N+](=O)[O-])cc1 (stereo unspecified)	-5%	10%	-5%
Cc1ccc(S(=O)(=O)N2CCN(C(=O)CCc3nc4ccccc4c(=O)[nH]3)CC2)c(C)c1	-7%	-12%	-5%[0.505 µM]
CNS(=O)(=O)c1cccc2cccnc12	-2%	4%	5%
CCc1ccccc1NC(=O)c1cnc2sc(N3CCOCC3)nn2c1=O	9%	x	0%
CCOc1ccc(S(=O)(=O)N(C)c2ccc(OCC(=O)Nc3nc(-c4cc(OC)ccc4OC)cs3)cc2)cc1	1%	1%	2%
O=C(O)c1cccc(NS(=O)(=O)c2cccc(C(=O)Nc3ccccc3[N+](=O)[O-])c2)c1	6%	-12%	5%
CCN(CC)Cc1c(O)c(Cl)cc2c3c(c(=O)oc12)CCCC3	-3%	u	3%
Cn1cccc1/C=N/NC(=O)Cc1ccccc1	3%	18%	x
COc1cccc(NC(=O)N2CCCC2)c1	-6%	15%	-5%
S=c1[nH]nc(-c2ccccc2)c2ccccc12	-5%	2%	-3%
Cc1cccc(C(=O)N2CCC(=O)N([C@H](COCc3cccc(Cl)c3)Cc3ccccc3)CC2)c1	x	0%	8%
CCOC(=O)C(CC)n1cnc2c(nnn2-c2ccc(OC)cc2)c1=O (stereo unspecified)	0%	-6%	-5%
NC(=O)C1(N2CCCCC2)CCN(C2CC(=O)N(Cc3cccs3)C2=O)CC1 (stereo unspecified)	7%	3%	9%
CN1CCN(C(=O)c2ccc(-n3cccn3)nc2)CC1	6%	4%	12%
CC(=O)c1cc(C)ccc1OC(=O)c1cccc2nc(C)oc12	13%	1%	4%
CCOc1ccc2nnnn2n1	0%	2%	-3%
CC(C)(C)C(=O)OCC(=O)C1CCC2C3CCC4=CC(=O)CCC4(C)C3CCC12C (stereo unspecified)	x	-4%	6%
CC(=O)c1cccc(NC(=O)COc2cc3oc(=O)c(CC(C)O)c(C)c3cc2Cl)c1 (stereo unspecified)	-25%	8%	3%
Cc1c(C(=O)N(C)C)c2ccc(Cl)cc2n1O	15%	3%	0%
O=C(NCc1ccc(F)cc1)C1CCCN(S(=O)(=O)c2cccnc2)C1 (stereo unspecified)	-1%	11%	-12%
COc1cc(OC)cc(C(=O)N2CCN(C3CCN(Cc4ccccc4)CC3)CC2)c1	0%	x	-10%
O=C(Cc1ccc(Cl)cc1)N/N=C1\CCCc2ccccc21	3%	2%	2%
CC1CC(C)CN(C(=O)C(C)N2CCN(S(=O)(=O)c3ccc(Br)s3)CC2)C1 (stereo unspecified)	-12%	x	1%
Cc1ccc(OCc2cc(C(=O)N3CCCCCCC3)no2)cc1C	0%	-16%	-7%
O=C(Nc1ccc(F)c(Cl)c1)C1CCCCC1	-4%	-8%	x
C/C(=N\NC(=S)Nc1c(C)cccc1C)c1cc2ccccc2o1	5%	29%	7%
CCc1nc(SCC(=O)NCc2ccco2)c2c3c(sc2n1)CCCC3	15%	6%	0%
O=S(=O)(NC1CCCCC1Sc1ncccn1)c1ccccc1 (stereo unspecified)	-5%	6%	8%
O=C(NNc1c2ccccc2nc2ccccc12)c1ccc(Cl)cc1	-6%	-4%	x
O=C(c1cnc(-c2ccccc2)s1)c1ccc(Cl)cc1Cl	-16%	13%	-3%
CNC(=O)[C@@]1(Cc2ccccc2)C=C[C@@H](C)N1C(C)=O	0%	-13%	6%
Cn1ncc(Br)c1NC(=O)Nc1ccc(Cl)cc1	-2%	1%	x
CCOC(=O)C1=C(COC(=O)Cc2ccccc2)NC(=O)NC1C (stereo unspecified)	1%	0%	-19%
Cc1ccccc1N=C1c2cc([N+](=O)[O-])ccc2-c2ncccc21	-17%	2%	8%
CCn1c2ccccc2c2cc(NC(=O)CSc3nnc(-c4cccc(OC)c4)n3N)ccc21	-15%	1%	3%
Cc1cc(C)n(-c2cc(Cl)cc(Cl)c2)c(=O)c1C#N	-5%	3%	2%
CCCCn1c(-c2ccc(S(=O)(=O)N3CCOCC3)cc2)csc1=Nc1ccccc1	-19%	x	4%[12.3 µM]
O=C(O)c1ccc(O)cc1O	20%	9%&-3%	2%&9%&5%
CCOc1ccc(NC(=O)CC2C(=O)N(C)C(=S)N2Cc2ccco2)cc1 (stereo unspecified)	0%	-2%	1%
COc1cccc(OC)c1C(=O)N1CCN(S(=O)(=O)c2ccccc2)CC1	-6%	2%	6%
Cc1cc(C)nc(N/N=C/c2ccco2)n1	-1%	1%	-3%
CC(C)c1ccc(Nc2ncnc3onc(-c4ccc(F)cc4)c23)cc1	-16%	x	-11%
COC(=O)C1=C(C)NC2=C(C(=O)CC(C)(C)C2)C1c1cn(Cc2ccc(Br)cc2)nc1-c1ccccc1 (stereo unspecified)	-4%	u	-5%
COc1ccc(C(=O)NC(=S)N2CCN(C)CC2)cc1Br	-9%	-4%	6%
Cc1ccnc(Sc2ncccc2[N+](=O)[O-])n1	2%	1%	-1%
Cc1cc(C)n2nc(SCC(=O)N(C)Cc3ccccc3)nc2n1	14%	-1%	9%
CCc1ccc(OCCOC(=O)Nc2ccccc2)cc1	16%	0%	3%
CCN(CC)S(=O)(=O)c1ccc2c(c1)nc(-c1ccccn1)n2C	2%	-15%	6%

Looked up above.
`CCc1ccc(C2CC(=O)c3c([nH]c(C(=O)OCc4ccc(C)cc4)c3C)C2)cc1` (stereo unspecified) in FEN1 inh has -3%
`CCOc1ccc2nnnn2n1` in FEN1 inh has 0%
`C[C@H]1COC(=O)[C@@H](Cc2ccc(F)cc2)CC/C=C/C[C@@H](CC(=O)N(CCO)Cc2ccccc2)C(=O)N1` in FEN1 inh has 13%
`Cc1ccc2c(c1)N(C(=O)CCC(=O)NC1CCCCCC1)CC(C)O2` (stereo unspecified) in N370S GC has 0%
`Cc1cccc(/C=C/c2nc3ccccc3c(=O)n2Cc2ccccc2)c1` in TDP1 block has 3%
`Cc1cc(C)n(-c2cc(Cl)cc(Cl)c2)c(=O)c1C#N` in N370S GC has 3%

Next compounds.
SMILES	FEN1 inh	N370S GC	TDP1 block
CCOC(=O)c1ccccc1NC(=O)c1cc2sccc2n1C	-13%	10%	1%
C[C@@H](C(=O)Nc1ccc2ccccc2c1)[C@H]1C[C@]1(C)[C@H](NP(=O)(c1ccccc1)c1ccccc1)c1ccccc1	x	6%&20%	7%&9%
O=C(CN1CCCCC1)N1CCN(c2ccccc2)CC1	4%	-14%	x
COc1ccc(C(=O)NCc2cc(C)nc3ccccc23)cc1	-16%	12%	-2%
CC(=O)C1=C(C)NC2=C(C(=O)CC(C)(C)C2)C1C (stereo unspecified)	-7%	6%	6%
COc1ccc(-c2nonc2NC(=O)c2ccco2)cc1OC	-15%	-9%	-1%
CCOc1ccccc1NC(=O)NNC(=O)c1ccc2ccccc2c1	4%	1%	1%
CC(C)N(Cc1nccn1C)C(=O)c1ccc2oc(Cc3ccccc3)nc2c1	2%	-4%	x
O=C(CCNC(=O)C1CCN(S(=O)(=O)c2ccccc2)CC1)Nc1cccc(C(F)(F)F)c1	-5%	1%	3%
CC(NC(=O)CNC(=S)N(Cc1ccccc1)Cc1cccnc1)c1ccccc1 (stereo unspecified)	0%	-20%	5%
CCN(Cc1nc(-c2ccc(OC)cc2)oc1C)S(=O)(=O)c1ccc(C)cc1	0%	x	-4%
CCNC(=O)C1CCN(S(=O)(=O)c2ccc(F)cc2)CC1	1%	3%	2%
COc1ccc(N2CCN(c3ccc(-c4nc(-c5cccc(C)c5)no4)cc3[N+](=O)[O-])CC2)cc1	7%	x	3%

This is a random part of the collection; about 0.53% have a hit in one of these screens.
